tim10-1 inh: tim10-1 yeast growth inhibition; S. cerevisiae tim10-1 ts strain growth, BacTiter-Glo, 24 h; inhibition, % at 20 µM; hit rate 2.2% among 330,000; AID 463190;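 active means inhibition of at least 40%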;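 further: mutant grown at 25 °C; 0% = DMSO wells with yeast and 100% = wells holding no yeast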
TIM10 inh: inhibits growth of TIM10 yeast strain. S. cerevisiae TIM10 strain growth, BacTiter-Glo luminescence, 24 h. inhibition, % at 10 µM. hit rate 1.4% among 330,000. AID 463195;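 active means inhibition of 40% or more at the single tested concentration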;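 further: wild-type TIM10 isogenic control strain grown at permissive 25 °C; 0% = DMSO yeast wells and 100% = minimal medium wells without yeast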
MPTP block: permeability transition pore inhibition. isolated mouse mitochondria, Ca2+ swelling absorbance, 30 min. inhibition, % at 10 µM. hit rate 1.4% among 360,000;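 active means inhibition of 50% or more, scaled per plate between neutral and stimulator controls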;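 further: 0% = DMSO wells given calcium and 100% = 1 mM EGTA wells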
APJ ag: APJ receptor agonism; P35414; CHO-K1 APJ PathHunter beta-arrestin, luminescence; 0% DMSO wells, 100% apelin; activation, % at 20 µM; AID 2520; hit rate 0.11% among 330,000;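 active means activation more than six SD over the plate average, tested at 20 µM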;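 further: 0% = DMSO alone and 100% = apelin-13 at 10 nM; some results filed as inactive read as strong as hits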
Target sequence (P35414 whole entry, looked up): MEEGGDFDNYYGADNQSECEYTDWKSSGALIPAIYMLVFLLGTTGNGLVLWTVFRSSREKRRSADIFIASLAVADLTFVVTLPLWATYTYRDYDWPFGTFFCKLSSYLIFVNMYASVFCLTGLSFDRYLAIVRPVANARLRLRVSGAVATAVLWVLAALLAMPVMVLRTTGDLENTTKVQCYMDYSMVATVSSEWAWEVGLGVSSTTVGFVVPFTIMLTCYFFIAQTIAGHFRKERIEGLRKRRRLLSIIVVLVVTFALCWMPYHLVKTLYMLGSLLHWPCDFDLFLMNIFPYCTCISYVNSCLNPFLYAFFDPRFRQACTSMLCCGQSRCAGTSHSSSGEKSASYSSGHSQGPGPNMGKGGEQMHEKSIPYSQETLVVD
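Test system: CHO-K1 APJ beta-arrestin complementation cell line | Compound: Single test compound dose, 20 µM final, 1% DMSO | Incubation: Compound 90 min 25 °C, reagent 1 h | Measured by: beta-gal luminescence | Read-out basis: APJ–arrestin association signal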
tim23-1 inh: growth inhibitors of tim23-1 mutant yeast; hit rate 1.3% among 330,000; S. cerevisiae tim23-1 growth, BacTiter-Glo luminescence, 24 h; inhibition, % at 20 µM;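 active means growth inhibition of the mutant yeast at or above 50%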;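 further: temperature-sensitive mutant grown at 25 °C; plate controls were DMSO-treated mutant yeast for no effect and medium wells lacking yeast for full effect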
APJ antag: blocks the human apelin receptor APJ; P35414; CHO-K1 APJ beta-arrestin complementation, luminescence; inhibition, % at 20 µM; hit rate 0.32% among 330,000;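 active means inhibition above about 40% at 20 µM, limit read from the data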;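 further: cells challenged with 10 nM apelin-13 agonist together with compound; plate controls were apelin-13 plus DMSO wells for no effect and DMSO wells lacking apelin-13 for full effect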
NR3A LBD binder: NR3A (human) ligand-binding domain modulation | NR3A LBD differential scanning fluorimetry, Tm shift; 0% = protein alone, 100% = glycine-bound protein | hit rate 2.5% among 340,000 | Tm shift relative to glycine control, % at 25 µM | AID 1259313;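 active means melting temperature shift of at least 10% of the positive control shift, at one fixed dose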
NALP3 yeast inh: inhibitors of NALP3 inflammasome in yeast; Yeast reconstituted NLRP3/ASC/caspase-1, beta-gal luminescence, 24 h; inhibition, % at 10 µM; hit rate 0.39% among 330,000; AID 2825;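 active means inhibition of 50% or more; inactive means inhibition below 50%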;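 further: plate controls were induced DMSO wells for no effect and uninduced yeast grown without galactose for full effect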
MIN6 prolif: MIN6 beta-cell proliferation induction. proliferation, % at 10 µM. hit rate 0.29% among 330,000. MIN6 cells proliferation, ATPlite luminescence, 48 h; cells starved in 0.2% serum; 100% = growth in 10% serum;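 active means compounds whose signal lies at least 3.5 SD above the mean of all wells on their plate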;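 further: 0% = DMSO-treated cells in low-serum medium and 100% = 10% serum control; some compounds called inactive have numbers as strong as hits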
Numbers without * were called inactive. No enrichment for hits; any-hit rate near 7.2%.

SMILES | tim10-1 inh | TIM10 inh | MPTP block | APJ ag | tim23-1 inh | APJ antag | NR3A LBD binder | NALP3 yeast inh | MIN6 prolif
Cc1ccc(N(CC(=O)O)C2SC(=O)NC2=O)cc1 (centres undefined) | 7 | 1 | -3.2 | 4 | 5 | 6 | 2 | 9 | -3
COCc1cc(Sc2ccc(OC)cc2)nc(-c2ccccc2)n1 | -1 | 7 | 0.1 | -4 | 2 | -4 | 1 | 17 | -4
Cc1cccc(C(=O)N[C@H](C(=O)NCCc2ccc(S(N)(=O)=O)cc2)C(C)C)c1 | -8 | 11 | 1.1 | -3 | -5 | 4 | -3 | 7 | 0
CN(C)CCOC(=O)NCC12CC3CC(CC(C3)C1)C2 | 9 | 11 | -2.1 | -4 | 1 | 5 | 0 | 3 | 4
N#CCCn1cc(C=C(C#N)C#N)c(-c2ccc(-c3ccccc3)cc2)n1 | 20 | 37 | 1.6 | -3 | 21 | 11 | -1 | 16 | -1
COC(=O)CCC(=O)NS(=O)(=O)c1ccc(N=NN2CCOCC2)cc1 | -2 | -1 | 0.0 | -3 | 17 | 7 | 0 | 13 | 1
CCOc1ncccc1C(=O)NNC(=O)c1ccc(NS(=O)(=O)c2cccs2)cc1 | 16 | 10 | -0.4 | 9 | 10 | 7 | 0 | 0 | -3
CC1CCN(S(=O)(=O)c2ccc(C(=O)Nc3nnc(-c4ccncc4)o3)cc2)CC1 | 25 | -6 | 2.0 | -1 | 6 | -12 | -4 | -19 | -5
COc1ccc(Cc2nc3ccc(C(=O)N(C)Cc4nccs4)cc3o2)cc1OC | 8 | 0 | 0.3 | 3 | 10 | -5 | 0 | 5 | -2
COc1ccccc1N1CCN(S(=O)(=O)c2c(C)[nH]c(C)c2C(=O)N2CCCCC2)CC1 | -3 | 12 | 1.5 | 1 | 5 | 19 | -3 | 16 | 0
O=C(NNC(=O)c1ccccc1[N+](=O)[O-])c1cnccn1 | 17 | 13 | -0.3 | -2 | 10 | 7 | 0 | 2 | -2
COC(=O)c1ccccc1NC(=S)NC(NC(=O)c1ccco1)C(Cl)(Cl)Cl (centres undefined) | 27 | 5 | 4.3 | 0 | 29 | 3 | -18 | 12 | -3
Clc1cccc(N/N=C/c2ccc(N3CCOCC3)cc2)c1 | 0 | 6 | 2.1 | 0 | 25 | -4 | 2 | 9 | 0
COc1ccc2c(c1OC)CCC2=O | 9 | -3 | -0.4 | -1 | -23 | -12 | 0 | 5 | -2
COc1ccc(OCCCC(=O)ON=C(N)c2ccccc2C)cc1 | 44* | 39 | -0.6 | 2 | 39 | -30 | 3 | 7 | 1
CCN1CCC(NC(=O)Nc2cccc(C(F)(F)F)c2)CC1 | -10 | -3 | 18 | -2 | 1 | 13 | -2 | 5 | -1
COCCNC(=O)CCc1c(C)nc2c(c(C)nn2-c2ccc(C)c(C)c2)c1C | 40 | 11 | 0.4 | -3 | 35 | 20 | -2 | 5 | -4
CCCn1c(N)c(C(=O)CSc2nc(C)cs2)c(=O)[nH]c1=O | 12 | 6 | 2.0 | -1 | -1 | 12 | -1 | 14 | -1
Cc1cc(=O)[nH]c(SCC(=O)Nc2ccnc3ccccc23)n1 | 2 | 9 | -2.4 | 0 | 4 | 4 | -1 | -2 | 0
Cc1ccc(NC(=O)C2CC(=O)N(Cc3ccccc3)C2)cc1S(=O)(=O)N1CCCCCC1 (centres undefined) | 15 | 2 | 8.7 | -5 | 7 | -3 | -9 | 13 | 0
CCOc1ccc(Nc2ccc3nonc3c2[N+](=O)[O-])cc1 | 10 | 11 | -0.5 | -1 | 23 | 10 | 0 | 30 | -2
Cc1ccc(S(=O)(=O)NCC(NCc2ccc(F)cc2)c2ccccc2)cc1 (centres undefined) | 28 | 4 | 1.5 | -2 | 34 | 13 | -5 | 14 | -6
CN1CC(=O)N(CC(=O)Nc2cc(Cl)cc(Cl)c2)C1=O | 4 | -5 | 0.8 | -1 | 1 | 9 | 1 | 13 | -2
Cn1c2ccccc2c(=O)c2c(O)cccc21 | 6 | -9 | -1.3 | 2 | -3 | 11 | 4 | 2 | 1
OCC1(Cc2ccccc2)CCCN(Cc2ccc(-c3ccco3)cc2)C1 (centres undefined) | 15 | 16 | 1.2 | -3 | 12 | 5 | 1 | 7 | -5
OCCN1CCN(CC(O)COc2ccc(Cl)cc2)CC1 (centres undefined) | -10 | -14 | 3.1 | -3 | -5 | 7 | -1 | 10 | -5
Cc1ccc(NC(=O)Cn2cc([N+](=O)[O-])nc2C)cc1C | 0 | -6 | -0.8 | -3 | -4 | 10 | -1 | 8 | 2
O=C(CCCn1nnnc1CN1CCOCC1)N1CCC(c2ccc(F)cc2)C1 (centres undefined) | 15 | 7 | -1.9 | 11 | 11 | 10 | -5 | 11 | -4
CCC(c1nnnn1C(C)(C)CC)N(CCCO)Cc1cc2cccc(C)c2[nH]c1=O (centres undefined) | 15 | 7 | -1.1 | 1 | 21 | 12 | -4 | 2 | -1
CC1=C/C(=N\N=C2\NC(=O)C(CC(=O)Nc3ccccc3)S2)CC(C)(C)C1 (centres undefined) | 19 | 6 | 2.0 | -2 | 15 | 11 | -5 | -3 | -1
CCc1ccccc1NC(=O)Nc1ccc(F)cc1F | 12 | 6 | 5.2 | -2 | 1 | -5 | 1 | 19 | 0
Cc1cc(N2C(=O)C(O)=C(C(=O)c3ccco3)C2c2cccc(Oc3ccccc3)c2)no1 (centres undefined) | 3 | 12 | -1.4 | -2 | 14 | 18 | -9 | -9 | -3
C=CCn1c(SCn2nnc3ccccc3c2=O)nnc1-c1ccc(F)cc1 | 19 | -22 | -0.3 | -3 | 11 | 11 | -1 | -7 | 0
Cc1cccc(CSc2[nH]c(=O)ncc2C)c1 | 0 | 3 | 1.9 | -4 | 7 | 13 | -2 | 0 | 0
CCOc1ccc(C2C(C(=O)c3ccco3)=C(O)C(=O)N2Cc2cccnc2)cc1OC (centres undefined) | 3 | -10 | 8.7 | 3 | -3 | 6 | 1 | 0 | 0
COc1cccc(NC(=O)CCNC(=O)c2ccccc2Cl)c1 | 4 | 16 | 0.8 | -3 | 1 | 3 | 1 | 17 | -2
CC(C)C(=O)N1CCC2(CC1)Oc1ccc(F)cc1C(=O)C21CC(c2ccc(Cl)cc2)=NO1 (centres undefined) | 47* | -16 | 0.3 | -8 | 6 | 11 | 1 | 5 | -8
Cc1ccc(S(=O)(=O)Nc2ccc(NC(=O)c3ccc(F)cc3)cc2)cc1 | 6 | 0 | -1.3 | 1 | -17 | -38 | -1 | 15 | 0
Cc1ccc(Nc2nc3ccccc3c(=O)[nH]2)cc1C | 14 | 22 | 2.8 | -1 | 6 | 3 | -9 | 24 | 0
CC(C)Cn1c2c(c(O)c(C(=O)Nn3c(Cc4ccccc4)nc4ccccc4c3=O)c1=O)CCCC2 | 15 | 18 | -0.6 | -2 | 19 | 6 | -3 | -4 | -6

A few values from the entries so far.
Cc1cccc(CSc2[nH]c(=O)ncc2C)c1 in APJ antag reads 13
Cc1ccc(S(=O)(=O)Nc2ccc(NC(=O)c3ccc(F)cc3)cc2)cc1 in tim10-1 inh reads 6
Cc1ccc(NC(=O)Cn2cc([N+](=O)[O-])nc2C)cc1C in tim23-1 inh reads -4

Remaining list, next part.
SMILES | tim10-1 inh | TIM10 inh | MPTP block | APJ ag | tim23-1 inh | APJ antag | NR3A LBD binder | NALP3 yeast inh | MIN6 prolif
CCc1ccc(-c2cc(C)no2)cc1S(=O)(=O)N1CCN(c2ccc(OC)cc2)CC1 | 7 | 6 | -0.8 | 5 | 17 | 17 | 0 | 1 | -3
CC(=O)Nc1ccc(/C=C/c2ccc3cccc([N+](=O)[O-])c3n2)cc1 | 5 | 3 | 2.3 | 0 | 30 | -1 | 26* | 31 | -3
Fc1ccccc1N1CCN(Cc2cc(-c3ccccc3)on2)CC1 | 22 | 18 | 0.1 | 0 | 23 | 11 | 1 | 20 | -2
CCOC(=O)C1=C(O)CSC1=Nc1cccc2ccccc12 | 39 | 20 | -1.4 | -1 | 34 | -3 | -4 | -7 | -2
c1ccc(-c2nc(NCC3CCCO3)c3oc4ccccc4c3n2)cc1 (centres undefined) | 38 | 12 | 3.6 | -6 | 29 | 10 | -7 | 29 | -2
O=C(CO/N=C/c1ccc(Cl)cc1Cl)NNC(=O)c1cccc(Cl)c1 | -7 | -13 | -1.0 | -1 | -15 | -8 | 4 | 2 | 1
CCOc1ccccc1/C=N/n1c(COc2ccccc2)n[nH]c1=S | 36 | 24 | 1.1 | -4 | 38 | -2 | 4 | 18 | 1
O=C(CSc1nc2ccccc2c(=O)n1CCCO)NCc1ccccc1 | 9 | 6 | 0.5 | -3 | 2 | 17 | 3 | 9 | -1
CC1Oc2ccccc2C=C1/C=N/NC(=O)c1ccccc1O (centres undefined) | -8 | 7 | 90* | 6 | 1 | 14 | 13* | 35 | -2
CCN1CCN(C(c2cccc(OC)c2OC)c2nnnn2Cc2ccco2)CC1 (centres undefined) | -2 | -12 | 2.6 | -2 | 10 | -27 | 1 | -1 | 3
COc1cc2c(cc1OC)CN(C(=O)CSc1nnc(C)s1)CC2 | 14 | -16 | -1.7 | 0 | 10 | 8 | 0 | -7 | 2
COc1ccc(OCC(NS(=O)(=O)c2ccc(-n3cnnn3)cc2)C(C)C)cc1 (centres undefined) | 20 | 7 | -1.5 | -3 | 22 | 3 | 1 | 5 | -4
CCOc1ccc(S(=O)(=O)NCCC(=O)NCc2ccncc2)cc1 | -1 | 0 | -1.8 | 8 | -1 | -7 | 2 | 15 | 5
O=C(O)CCCc1c(-[n+]2ccccc2)[nH]c2ccccc12 | 2 | -8 | -1.1 | -2 | -1 | -18 | 0 | 8 | 2
CCC1CCCCN1Cc1ccc(OC)c(OC)c1 (centres undefined) | 1 | 5 | -2.2 | -5 | -11 | -15 | 0 | 0 | -1
O=C(CSc1nncs1)NC(=O)NCc1ccccc1 | -12 | -5 | -0.4 | -2 | 6 | 13 | -3 | 15 | -2
CC1(C)Cc2ccccc2C2CC(O)C(=O)N21 (centres undefined) | 7 | 6 | 0.2 | -2 | 10 | 19 | -4 | 1 | -1
CCN(C(=O)CSc1ccc2ccccc2n1)C1CCS(=O)(=O)C1 (centres undefined) | 6 | -3 | 0.3 | -2 | 23 | -15 | 1 | -8 | 1
Cn1cnnc1Sc1ccc(C(=O)NCCC23CC4CC(CC(C4)C2)C3)cc1[N+](=O)[O-] | 13 | -25 | 2.0 | 2 | 6 | -29 | -7 | 21 | 0
COc1ccc2c3c([nH]c2c1)[C@H]1C[C@H]2[C@H](C[C@@H](O)[C@H](OC)[C@H]2C(=O)O)CN1CC3 | -5 | -3 | 0.8 | 2 | -4 | 9 | 3 | 7 | -4
CCC(C)(C)NC(=O)C(c1ccc(F)cc1)N(Cc1cccs1)C(=O)c1cnccn1 (centres undefined) | 20 | 14 | -1.7 | -2 | 15 | -12 | -1 | 11 | -1
Cc1ccccc1C1NC(=O)c2ccccc2O1 (centres undefined) | 5 | 4 | 0.8 | -5 | 13 | 1 | 1 | 1 | -2
COC(=O)c1nnn(-c2nonc2N)c1CN1CCCC1 | -4 | 8 | 0.2 | -2 | 0 | 1 | 1 | 14 | 1

Records above that bear a hit mark in MPTP block:
structure	TIM10 inh	MPTP block	APJ ag	APJ antag	NR3A LBD binder	NALP3 yeast inh
CC1Oc2ccccc2C=C1/C=N/NC(=O)c1ccccc1O (centres undefined)	7	90*	6	14	13*	35

High-throughput results: PubChem BioAssay, Sanford-Burnham Center for Chemical Genomics
